BAP1 block – blocks human BAP1 ubiquitin-AMC hydrolysis. Q92560. recombinant BAP1, Ub-AMC hydrolysis fluorescence kinetic; active compounds read low. activity remaining (% of control), % at 20 µM. 72,000 tested, 0.48% active. AID 436;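 active = activity remaining at or below 50% of control, provided the compound also passes the data quality filters; inactive = the rest, including low values that fail the filters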;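 note: 100% = DMSO wells rate and 0% = substrate alone blank rate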
HePTP inhibitor – human HePTP phosphatase inhibition | P35236 | recombinant HePTP phosphatase activity, OD absorbance | inhibition, % at 20 µM | 110,000 tested, 0.64% active | AID 521; in the data active = inhibition above about 50%;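 note: plate controls were vehicle for no effect and reference inhibitor for full effect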
Target sequence (P35236 whole entry, looked up): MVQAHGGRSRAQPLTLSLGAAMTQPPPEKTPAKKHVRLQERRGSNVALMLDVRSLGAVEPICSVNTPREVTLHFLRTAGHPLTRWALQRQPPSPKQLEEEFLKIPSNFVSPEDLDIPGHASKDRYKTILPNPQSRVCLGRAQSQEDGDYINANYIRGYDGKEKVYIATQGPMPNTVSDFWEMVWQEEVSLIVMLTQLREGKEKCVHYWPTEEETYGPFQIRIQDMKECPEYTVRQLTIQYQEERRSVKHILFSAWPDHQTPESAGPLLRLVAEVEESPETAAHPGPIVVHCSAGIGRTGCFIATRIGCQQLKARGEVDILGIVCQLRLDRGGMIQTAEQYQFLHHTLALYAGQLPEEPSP
* hit, by the source's call; · = not tested or not shown; & = joins results of further samples.

BAP1 block | HePTP inhibitor | SMILES
· | -17 | Cc1c(C)c2cc3c4c(oc3c(C)c2oc1=O)CCCC4
· | 7 | O=C(N/N=C/c1cc(Br)cc(Br)c1O)c1ccc(N2CCCC2=O)cc1
· | -29 | O=C(N/N=C/c1cc(Br)cc(I)c1O)c1cccc([N+](=O)[O-])c1
· | 0 | Cc1ccc(OCC(=O)O/N=C(\N)c2ccc(Cl)cc2)cc1
78 | -6 | N#CC1=C(SCC(=O)c2ccccc2)NC2=C(C(=O)CCC2)C1c1ccco1 (configuration not stated)
128 | -3 | O=C(c1ccc(Cl)c(Cl)c1)N(Cc1ccco1)c1ccc(O)cc1
99 | 4 | CCOC(=O)c1[nH]c(C)c(/C(O)=C2\C(=O)C(=O)N(CCCN(CC)CC)C2c2cccnc2)c1C (configuration not stated)
124 | -8 | CC1(C)CC(=O)C(C=NCCN2CCN(CCc3ccccc3)CC2)=C(O)C1
· | 6 | Cc1cc(-n2cccn2)nc(-c2ccc(Br)cc2)n1
112 | 6&3 | COC(=O)c1ccccc1NC(=O)c1ccc2c(c1)OCCO2
90 | 0 | CC1(C)CC(=O)C(C(C2=C(O)CC(C)(C)CC2=O)c2cccc(O)c2)C(=O)C1 (configuration not stated)
109 | · | Cc1ccc(Cn2c(=N)n(CC(=O)c3ccco3)c3ccccc32)cc1
70&93 | -10 | C[N+](C)(C)CCCCCCCCCC[N+](C)(C)C
90 | -12 | OCc1nc2ccccc2n1C/C=C/c1ccccc1
· | 5 | CCOC(=O)C(CC(C)C)NC(=O)/C(=C\c1ccccc1F)NC(=O)c1ccccc1 (configuration not stated)
· | 11 | Cc1ccc(S(=O)(=O)Nc2nc3ccccc3nc2NCc2ccco2)cc1C
112 | -1 | O=C(CCCCn1c(=O)[nH]c2ccccc2c1=O)NCc1ccc2c(c1)OCO2
63 | -7 | CCCNC(=O)N1CCN(S(=O)(=O)c2ccc(C)c(C)c2)CC1
75 | 4 | CCCOc1ccc(C(=O)N2CCN(c3ccc(N)cc3Cl)CC2)cc1
· | 1 | S=C1NCN(Cc2ccccc2)CN1c1ccccc1
88 | 3 | CCOc1ccc(S(=O)(=O)N(CC(=O)N2CCc3ccccc32)Cc2ccco2)cc1
· | -2 | CCOc1ccc(N(CC(=O)N2CCOCC2)S(=O)(=O)c2ccc(SC)cc2)cc1
· | -12 | COc1ccc(S(=O)(=O)N(C)CC(=O)NCc2cccnc2)cc1C
· | -8 | Cn1cc(Cl)c(C(=O)Nc2cccc(Cl)c2Cl)n1
91 | · | CCN(CC)CCn1c(=N)n(CC(=O)OC)c2ccccc21
79 | 0 | O=C(CCCN=C1NS(=O)(=O)c2ccccc21)OCC(=O)N1CCc2ccccc21
· | 8 | COc1ccccc1-c1cc(C(F)(F)F)nc(N2CCOCC2)n1
108 | 1 | CCOc1ccc(-c2c(C#N)c(N)nc3c2c(=O)n(C)c(=O)n3C)cc1OC
104 | 5 | CC(=O)CCc1c[nH]c2c(C(=O)O)cccc12
74 | -10 | Cc1ccc(C)n1-c1cccc(N)c1
98 | · | Cc1ccc(N2CCN(S(=O)(=O)c3ccccc3)CC2)cc1
101 | 7 | O=C1CCc2cc(S(=O)(=O)N3CCC(C(=O)NC4CCCCCCC4)CC3)ccc2N1
74 | -1 | CCOC(=O)CCC(=O)Nc1ccc(S(=O)(=O)N2CCCC2)cc1
91 | -6 | COc1ccccc1NC(=O)NCCCN1CCN(c2cccc(Cl)c2)CC1
82 | 5 | COc1cc(C(=O)OC2CCCCC2=O)cc(OC)c1C (configuration not stated)
96 | -2 | Cc1ccc(CCNC(=O)C2CCCN2S(=O)(=O)c2ccc3c(c2)CCC(=O)N3)cc1 (configuration not stated)
· | 0 | O=S(=O)(c1cccc2cccnc12)N1CCCc2ccccc21
· | 3 | COc1cc(/C=C2/SC(=S)N(CC(=O)Nc3nc4ccccc4s3)C2=O)cc(OC)c1OC
· | 1 | C=CCOc1ccc(C2C3=C(CC(C)(C)CC3=O)OC3=C2C(=O)CC(C)(C)C3)cc1OCC
81 | 17 | CCCOC(=O)c1[nH]c2c(c1C)C(=O)CC(c1cc(OC)c(OC)c(OC)c1)C2 (configuration not stated)

For convenience, part of the list above.
BAP1 block | HePTP inhibitor | SMILES
98 | · | Cc1ccc(N2CCN(S(=O)(=O)c3ccccc3)CC2)cc1
101 | 7 | O=C1CCc2cc(S(=O)(=O)N3CCC(C(=O)NC4CCCCCCC4)CC3)ccc2N1
74 | -1 | CCOC(=O)CCC(=O)Nc1ccc(S(=O)(=O)N2CCCC2)cc1

The results go on:
BAP1 block | HePTP inhibitor | SMILES
· | -6 | CCOC(=O)c1c(C)[nH]c(N=Nc2ccccc2Cl)c1C
· | -8 | O=C(CCS(=O)(=O)c1cccc2nonc12)N1CC(=O)N(CCc2ccccc2)C(=O)C1
· | 8 | O=C(N/N=C/c1ccccc1Br)C(=O)N/N=C/c1ccccc1Br
· | 2 | O=c1ccnc(SCc2ccc(Cl)cc2Cl)[nH]1
· | 1 | CCOc1ccccc1NC(=O)C1CN(S(=O)(=O)c2ccccc2)CCN1S(=O)(=O)c1ccccc1 (configuration not stated)
93 | -2 | CCC(=O)N1CN(S(=O)(=O)c2ccc(C)cc2)CC1C (configuration not stated)
89 | 5 | CCn1cc(C(=O)Nc2ccc3c(c2)OCCO3)c2cc(OC)c(OC)cc2c1=O
· | -5 | COCc1cc(CN(C)C2CCCCC2)c(O)c2ncccc12
· | -1 | COc1ccc(C2CC(=O)C3=C(C2)Nc2ccccc2NC3c2cccc(Br)c2)cc1 (configuration not stated)
74 | 8 | Cc1cccc(-n2nc3c(c2NC(=O)c2ccco2)CSC3)c1C
· | -10 | Cc1ccc(C)c(NC(=O)C2CC3CCC2C3)c1 (configuration not stated)
103 | 10 | Cc1nc2cc(F)ccc2n1C1CCN(S(=O)(=O)c2ccccc2)CC1
97 | 7 | COc1ccc(C(=O)c2coc3ccc(O)c(CN(C)C)c23)cc1
98 | 5 | COCCn1c(SCc2cccnc2)nnc1-c1c[nH]c2ccccc12
151 | 10 | Cc1ccc(Cn2c(NC(=O)c3ccco3)nc3ccccc32)cc1
107 | 15 | Cn1c(=O)oc2cc(S(=O)(=O)NCCN3CCN(c4ccccc4F)CC3)ccc21
86 | -14 | COc1ccc(Cl)cc1NC(=O)Cn1c(=O)n2nc(C)nc2c2ccccc21
· | -7 | CC1CCN(C(=O)c2ccc(N(C)S(=O)(=O)c3ccccc3)cc2)CC1
105 | -13 | Cc1nc(CNS(=O)(=O)c2ccc3c(c2)OCCO3)cs1
· | 8 | CC1(C)CC(C(CC(=O)O)Cc2ccccc2)CCO1 (configuration not stated)
· | -1 | COc1ccc(C(=O)Nc2cccc(-c3nc4ccccc4s3)c2C)cc1
· | 2 | Cc1cc(C)nc(NS(=O)(=O)c2ccc(N/C=C\C(=O)c3ccc4ccccc4c3)cc2)n1
87 | 3&3 | Cn1ccnc1SCC(=O)c1ccc(Br)cc1
96 | 8 | CN1C(=O)CC(N2CCN(c3ccccn3)CC2)C1=O (configuration not stated)
· | 5 | CCOC(=O)C1=C(C)NC2=C(C(=O)C(C(=O)OCC)C(c3ccco3)C2)C1c1ccccn1 (configuration not stated)
71 | 0 | O=C(COC(=O)CCCN1C(=O)c2ccccc2C1=O)Nc1ncc(Cl)cc1Cl
86 | -1 | O=C(NC1(C(F)(F)F)NC(=O)N(CC2CCCCC2)C1=O)c1ccco1 (configuration not stated)
· | 2 | COCCCNC(=O)C(=O)NCCc1ccc(OC)cc1
71 | 2 | CC(C)(C)OC(=O)C1C(=O)CC(C)(O)C(C(=O)OC(C)(C)C)C1c1ccccc1 (configuration not stated)
· | -3 | O=C(NCC1CCCO1)c1nc2nc(-c3ccccc3)cc(C(F)(F)F)n2n1 (configuration not stated)
109 | · | CCOC(=O)c1c(NC(C)=O)sc2c1CCCCC2
119 | · | CCOC(=O)c1c(NC(=O)c2cc(=O)c3ccccc3o2)sc2c1CCC2
· | 2 | O=C1C(=O)N(CCCn2ccnc2)C(c2cccc([N+](=O)[O-])c2)/C1=C(\O)c1ccc(Cl)cc1 (configuration not stated)
93 | -12 | Cc1ccc(S(=O)(=O)N2Cc3ccccc3CC2C(=O)Nc2cc(C)on2)cc1 (configuration not stated)
76 | 19 | CCOc1ccccc1N1Cc2cc(C)c(C)cc2C1
· | 20 | C=CCN1C(=O)/C(=C\c2ccc(N(CC)CC)cc2O)SC1=S
102 | 5 | CCOC(=O)C1CCN(C(c2cccc(OC)c2)c2sc3nc(C)nn3c2O)CC1 (configuration not stated)
110 | 8 | CCC(C)N1CC(C(=O)NC2CCCCC2)CC1=O (configuration not stated)
88 | 2 | Cc1ccc(CC(=O)Nc2cccc(C)n2)cc1
· | 1 | CCn1c(O)c(C=NCCc2ccc(O)c(O)c2)c2ccccc21
· | -1 | COc1ccc(C(=O)n2cnc3cc(C)c(C)cc32)cc1[N+](=O)[O-]
· | 12 | Cc1cccn2c(=O)c3cc(C(=O)NCc4ccco4)c(=N)n(CCc4ccccc4)c3nc12
93 | -2 | COc1ccc(-c2cc(C(F)F)n3ncc(C(=O)N4CCN5CCCC5C4)c3n2)cc1 (configuration not stated)
· | -4 | c1ccc2c(c1)OCC(c1nnc3sc(-c4ccc5c(c4)OCO5)nn13)O2 (configuration not stated)
116 | 9 | NS(=O)(=O)c1ccc(CCNC(=O)COC(=O)C2CCCN2C(=O)c2cccs2)cc1 (configuration not stated)
97 | 4 | Cc1cc(NC(=O)CSc2c3c(nc4ccccc24)CCC3)no1
· | -2 | Cc1cc(OCC(=O)NCc2ccc3c(c2)OCO3)ccc1Br
· | 5 | Cc1cccc(-n2c(C)cc(/C=N\NC(=O)c3cccs3)c2C)c1
· | -4 | O=C(COc1cccc(Cl)c1)Nc1ccc2c(c1)OCCO2
· | 3 | O=c1[nH]c(NCCCO)nc2sc3c(c12)CCCC3

Gathered by group: the entries above with bromine.
BAP1 block | HePTP inhibitor | SMILES
· | 7 | O=C(N/N=C/c1cc(Br)cc(Br)c1O)c1ccc(N2CCCC2=O)cc1
· | -29 | O=C(N/N=C/c1cc(Br)cc(I)c1O)c1cccc([N+](=O)[O-])c1
· | 6 | Cc1cc(-n2cccn2)nc(-c2ccc(Br)cc2)n1
· | 8 | O=C(N/N=C/c1ccccc1Br)C(=O)N/N=C/c1ccccc1Br
· | -1 | COc1ccc(C2CC(=O)C3=C(C2)Nc2ccccc2NC3c2cccc(Br)c2)cc1 (configuration not stated)
87 | 3&3 | Cn1ccnc1SCC(=O)c1ccc(Br)cc1
· | -2 | Cc1cc(OCC(=O)NCc2ccc3c(c2)OCO3)ccc1Br

Continuation:
BAP1 block | HePTP inhibitor | SMILES
· | -4 | CC(=O)CC(=O)Nc1cc(C(F)(F)F)ccc1Cl
148 | 10 | CS(=O)(=O)N1CCC(C(=O)N2CCC(Cc3ccccc3)CC2)CC1
· | 3 | O=C(Cc1ccccc1)N1N=CCC1(O)c1ccccc1 (configuration not stated)
· | 2 | Cc1cccc(C2=N/C(=C/c3ccc([N+](=O)[O-])cc3)C(=O)N2c2ccc(O)cc2)c1
· | -10 | N#Cc1cc2c(=O)n3ccccc3nc2n(Cc2cccnc2)c1=O
90 | 14 | O=S(=O)(Nc1cccnc1)c1cc(Cl)ccc1Cl
82 | 6 | Cc1cc(C)cc(-n2nnc(C(=O)NCc3ccco3)c2N)c1
· | 2 | COc1ccc(CN2CCN(C3CC4CCC3C4)CC2)c(OC)c1 (configuration not stated)
· | 4 | Cc1ccc(NC(=O)c2cc(I)ccc2Cl)c([N+](=O)[O-])c1
· | -2 | C=CCOC(=O)C1=C(C)NC(C)=C(C(=O)OCC=C)C1c1ccc(C)cc1
· | 1 | CN(CCCC(=O)O)S(=O)(=O)c1ccc2c(c1)C(=O)c1cc(S(=O)(=O)N(C)CCCC(=O)O)ccc1-2
99 | 8 | COc1ccccc1N1CCN(Cc2nc(N)nc(Nc3ccc(C)cc3)n2)CC1
· | 8 | NC(=O)C1=CN(Cc2ccccc2)C=CC1
100 | 1 | COc1ccc(C(=O)O)cc1Nc1cc(C)nc2ncnn12
69 | · | CCOC(=O)c1c(NC(=O)c2ccc(Cl)c([N+](=O)[O-])c2)sc(C(=O)Nc2ccccc2F)c1C
82 | 4 | CCOC(=O)c1sc(=S)n(C)c1N
99 | -13 | Cc1cc(=O)oc(C)c1C(=O)N1CCN(C(c2ccccc2)c2ccccc2)CC1
238 | 4 | COC(=O)c1cc(NC(=O)c2ccc(-c3cccc(Cl)c3C)o2)cc(C(=O)OC)c1
78 | -4 | CC1CCC2C(C1)c1sc(=O)[nH]c1SC2(C)C (configuration not stated)
106 | 13 | Cc1cc(Nc2ccc(C(=O)O)cc2)n2nc(C)nc2n1
· | 14 | CCOC(=O)c1c(-c2cccs2)csc1NC(=O)COC(=O)c1c(C)noc1C
· | -8 | Cc1cccc(C)c1NC(=O)C(=O)NCC1CCCO1 (configuration not stated)
128 | · | Cc1ccc(S(=O)(=O)N2CCCC2C(=O)NCc2ccccc2)cc1 (configuration not stated)
· | 3 | O=C1NC(=O)N(c2ccccc2)C(=O)C1C(c1ccccc1)c1ccccc1 (configuration not stated)

Screening results deposited in PubChem by several laboratories.

Outcome played no part in choosing rows (roughly 0.91% active in at least one column).
